BaF3 parental: parental Ba/F3 viability inhibition as JAK2V617F counter-screen; CellTiter-Glo ATP luminescence; inhibition, % at 5.6 µM; actives 1.1% (n = 220,000);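 active = inhibition above a per-campaign cutoff, the mean inhibition of all tested compounds plus 3 SD, cut at about 27% in these data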;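 also: 0% = DMSO wells and 100% = JAK Inhibitor I control wells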
Wee1 degr inh: blocks degradation of human Wee1 kinase | actives 1.2% (n = 220,000) | P30291 | AID 1321 | reporter increase, % at 5 µM | HeLa Luc-Wee1K328M stability, luciferase luminescence; 100% = proteasome inhibitor MG132 effect;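 active = activation above the mean of all tested compounds plus 3 SD, set per screening run, cut at about 8.8% in these data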;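 also: cells exposed to compound for 20 h before luminescence read; 0% = DMSO alone and 100% = MG132 at 30 µM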
Target sequence (P30291 whole entry K328M): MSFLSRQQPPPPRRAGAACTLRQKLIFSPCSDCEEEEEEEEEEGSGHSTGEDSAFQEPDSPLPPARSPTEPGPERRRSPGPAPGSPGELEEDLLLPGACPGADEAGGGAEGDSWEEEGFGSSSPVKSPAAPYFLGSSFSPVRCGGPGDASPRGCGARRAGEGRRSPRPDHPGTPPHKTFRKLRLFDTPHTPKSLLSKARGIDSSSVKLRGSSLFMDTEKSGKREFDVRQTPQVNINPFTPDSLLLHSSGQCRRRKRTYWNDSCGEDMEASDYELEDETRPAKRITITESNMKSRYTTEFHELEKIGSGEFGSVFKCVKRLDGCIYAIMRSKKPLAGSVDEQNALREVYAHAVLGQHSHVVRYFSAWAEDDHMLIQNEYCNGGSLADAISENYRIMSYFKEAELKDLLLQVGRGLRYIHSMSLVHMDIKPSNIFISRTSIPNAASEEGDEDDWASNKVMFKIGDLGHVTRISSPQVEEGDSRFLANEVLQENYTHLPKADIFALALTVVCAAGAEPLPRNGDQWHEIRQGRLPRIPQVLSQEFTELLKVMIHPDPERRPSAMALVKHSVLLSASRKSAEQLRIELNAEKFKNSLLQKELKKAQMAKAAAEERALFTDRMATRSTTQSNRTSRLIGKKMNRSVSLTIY
Ba/F3 V617F tox: lowers viability of Ba/F3 cells expressing EpoR and JAK2V617F; ATP luminescence; inhibition, % at 5.6 µM; actives 1.1% (n = 220,000); AID 1446;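 active = inhibition above the campaign mean plus 3 SD over all tested compounds, cut at about 24% in these data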;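 also: cytokine-independent growth of Ba/F3 cells driven by EpoR plus mutant JAK2; 0% = DMSO-treated cells and 100% = JAK inhibitor I control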
zfTRPN1 agonist: agonists of zebrafish TRPN1 channel; AID 1424; actives 0.18% (n = 220,000); activation, % at 3 µM; HEK293 zebrafish TRPN1-YFP, Fluo-8 calcium fluorescence; 100% = response to 87 µM carbachol;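 active = activation above its plate's cutoff, the mean activation of test wells on that plate plus 3 SD, cut at about 19% in these data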;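 also: 0% = DMSO alone and 100% = 87 µM carbachol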
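Material – zebrafish TRPN1-YFP in HEK293 cells · Doses – 3 µM single point · Schedule – dye 1 h 37 °C plus 30 min RT · Signal – Fluo-8 calcium fluorescence, excitation 470-495 nm, emission 515-575 nm · Read-out – % activation versus carbachol response · Control set – carbachol high, DMSO low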
PPC-1+TRAIL kill: compounds killing PPC-1 cancer cells with TRAIL present (potentiator screen, no TRAIL-free arm); PPC-1 cells + TRAIL, ATPLite viability luminescence; cell killing (% activity), % at 4 µM; actives 0.41% (n = 220,000); AID 1443;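 active = cell killing above 50% in the first pass at 4 µM, then a duplicate retest at 5 µM averaging 50% or more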;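 also: plate controls were cells with TRAIL plus DMSO for no effect and medium-only wells lacking cells for full effect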
TRPML3 agonist: agonists of human TRPML3 channel; Q8TDD5; HEK293 TRPML3-YFP, Fluo-8 calcium fluorescence; 100% = the carbachol control signal; activation, % at 3 µM; actives 0.29% (n = 220,000);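 active = activation above its plate's cutoff, the mean activation of the plate's test wells plus 3 SD, cut at about 12% in these data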;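 also: 0% = DMSO only wells and 100% = carbachol wells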
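Material: TRPML3-YFP stable HEK293 cells | Dosing: One concentration, 3 µM nominal, 0.3% DMSO | Timing: 125 s total fluorescence read per well | Technique: Fluo-8 calcium dye fluorescence, ex 470-495, em 515-575 nm | Measure: Percent activation from peak-to-basal fluorescence ratio, scaled between DMSO and carbachol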
RBBP9 inhibitor: blocks human serine hydrolase RBBP9; recombinant RBBP9, FP-Rh probe fluorescence polarization; O75884; AID 1515; inhibition, % at 7.94 µM; actives 0.2% (n = 220,000);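 active = inhibition above the campaign mean of all tested compounds plus 3 SD, cut at about 14% in these data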;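 also: plate controls were DMSO wells with RBBP9 for no effect and wells lacking RBBP9 protein for full effect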
Target sequence (O75884 whole entry, looked up): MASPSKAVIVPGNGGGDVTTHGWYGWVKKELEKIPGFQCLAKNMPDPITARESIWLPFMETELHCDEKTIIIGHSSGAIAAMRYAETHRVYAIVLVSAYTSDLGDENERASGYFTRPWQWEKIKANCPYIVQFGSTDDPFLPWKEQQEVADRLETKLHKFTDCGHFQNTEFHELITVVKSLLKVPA
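System: RBBP9 protein | Quantity: 2.5 µM RBBP9 dispensing solution, before mixing | Reagent: FP-Rh probe, 375 nM dispensing solution | Timing: Enzyme-compound preincubation 30 min, then probe labeling 45 min, 25 °C | Measured by: Fluorescence polarization | Read-out: % inhibition | Replication: One well per compound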
CHOP inh: CHOP inhibition in unfolded protein response | CHO-K1 CHOP-promoter luciferase, tunicamycin-induced, 15-18 h | inhibition, % at 10 µM | actives 3.8% (n = 220,000) | AID 2732;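 active = compounds that reduced the stress-induced luciferase reporter signal by more than about 70% of percent inhibition, limit read from the data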;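 also: 0% = tunicamycin plus vehicle and 100% = wells without tunicamycin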
TNF death inh: blocks TNF-alpha induced death of Jurkat FADD-/- cells; activation (protection from cell death), % at 10 µM; actives 0.068% (n = 220,000); AID 463075; Jurkat FADD-/- TNF necroptosis rescue, ATP luminescence, 24 h; 0 = TNF only, 100 = no-TNF cells;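 active = activation, meaning protection from cell death, of at least 50% relative to plate controls; inactive = activation below 50%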;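 also: necroptosis triggered by 40 ng/mL TNF-alpha added together with compound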
* hit, by the source's call; / = not tested or not shown.

no.	Structure	BaF3 parental	Wee1 degr inh	Ba/F3 V617F tox	zfTRPN1 agonist	PPC-1+TRAIL kill	TRPML3 agonist	RBBP9 inhibitor	CHOP inh	TNF death inh
1	CCC(=O)Nc1sc(Cc2ccc3c(c2)OCO3)c(C)c1C(N)=O	-2.9	1.7	-2.1	0.2	-15.6	1.0	4.9	0.5	2.1
2	CN1/C(=C/C=C(C#N)C#N)C=Cc2ccccc21	-1.3	-2.4	-1.6	2.1	-0.7	1.5	-4.6	-18.1	-2.2
3	Cc1cc(N2CCN(C)CC2)nc2ccc(NC(=S)NCCN3CCc4ccccc4C3)cc12	12.9	-1.8	4.3	-0.5	14.0	0.4	0.6	-8.3	-3.9
4	COc1ccc(NC(=S)NCC2CCN(c3ccc(OC)cc3)C2)cc1 (centres undefined)	7.8	-0.3	2.0	3.0	13.7	1.0	2.6	35.7	-0.9
5	CCCCOC(=O)c1ccc(NC(=O)C(=O)NCc2ccccn2)cc1	-1.9	-0.9	-1.9	1.2	8.5	1.4	-6.4	0.9	0.5
6	CCCCc1cc(=O)oc2cc(OCc3cc(OC)c(OC)c(OC)c3)c(Cl)cc12	2.8	0.4	1.9	0.9	8.7	0.8	-13.1	13.4	-2.1
7	Oc1ccc2ccccc2c1N=Nc1ccccn1	4.8	0.5	4.5	-1.3	35.8	-0.6	-3.0	69.4	-14.8
8	O=C(COC(=O)C1CC1)Nc1ccc(OC(F)F)cc1	2.3	3.2	-3.6	0.0	-1.8	0.8	3.0	-2.8	1.4
9	O=C1c2ccccc2NC(c2ccco2)N1O (centres undefined)	3.7	-0.8	-2.6	-0.3	1.6	0.5	9.1	23.4	-1.6
10	CSc1ccc(OC2CCCCC2NS(=O)(=O)c2ccccc2)cc1 (centres undefined)	9.0	2.5	1.6	1.3	-23.4	-0.1	-3.7	52.9	0.9
11	COc1ccccc1OCc1nc(-c2ccc([N+](=O)[O-])cc2)no1	6.7	-3.7	-0.2	-0.4	8.6	0.4	-4.3	-3.2	0.2
12	C=CCNC(=O)c1onc(CSc2ccccc2CC)c1C(=O)O	7.4	0.4	8.0	0.7	-3.0	0.6	1.0	20.6	-0.2
13	CC1(C)Oc2ccc(C(=O)NC3CC3)cc2N(CC(=O)N2CCOCC2)C1=O	1.3	4.0	-1.9	0.7	11.7	0.7	6.0	3.8	1.2
14	CCOC(=O)c1c(NC(=O)CSc2nc3nc(C)cc(C)n3n2)sc(CC)c1C	1.5	-3.0	-2.6	1.6	-5.1	0.3	-12.8	15.0	2.0
15	CCC(C)NC(=O)C1CCN(c2nc(OC)nc(OC)n2)CC1 (centres undefined)	1.9	2.8	-3.7	-0.4	17.4	0.5	13.8	7.9	0.3
16	COc1ccc(C)cc1S(=O)(=O)N1CC(C)OC(C)C1 (centres undefined)	5.6	-0.9	-1.7	-1.0	/	1.2	-7.2	-1.0	1.4
17	Cc1ccccc1/C=C\c1nc2ccccc2c(=O)[nH]1	5.2	2.4	2.2	0.5	31.8	0.6	-8.9	83.9*	-1.8
18	CC(=O)c1cccc(NC(=S)NC(=O)c2cccc(C)c2)c1	2.8	6.2	-2.0	-1.3	15.9	0.1	-7.7	29.0	1.2
19	CC(C)CCNC(=O)C1CCC(CNc2c(N3CCCC3)c(=O)c2=O)CC1 (centres undefined)	1.2	-0.4	1.6	1.9	20.9	0.7	-5.3	-5.4	1.4
20	CC(C)(C)OC(=O)NCCc1nnc(SCc2c(Cl)cccc2Cl)o1	2.2	1.0	1.0	-1.4	23.2	0.1	-7.7	45.2	-1.9
21	CCCc1nc2ccccc2n1CCOc1ccccc1	-1.5	-3.2	-5.5	-0.7	-13.6	-0.4	-4.5	-12.4	0.4
22	CC(C)c1ccc(NC(=O)C2CC(=O)Nc3nc4ccccc4n32)cc1 (centres undefined)	-3.5	7.1	-2.8	1.9	-11.1	0.6	1.6	0.6	1.8
23	O=C(NCc1ccccc1)C1c2ccccc2Oc2ccccc21	2.4	-3.1	-1.1	-0.6	18.8	-0.2	-6.6	15.2	-0.5
24	CCOC(=O)c1c(NC(=O)C2CCCO2)sc(C(N)=O)c1C (centres undefined)	5.8	-2.0	6.1	0.0	3.4	-0.1	-11.0	0.6	1.4
25	CCC(=O)N[C@@H]1CC(C(C)(C)NC(=O)CC)CC=C1C (some centres undefined)	-2.6	0.2	-2.3	1.2	9.2	0.8	1.2	-9.6	0.3
26	CC(NC(=O)c1ccc(Br)o1)c1ccccc1 (centres undefined)	5.0	1.1	-2.5	1.3	-11.4	0.6	3.1	3.9	0.3
27	CCOC(=O)c1c(C)oc2c1c(C(c1ccncc1)N1CCOCC1)c(O)c1ccccc12 (centres undefined)	0.8	0.3	-0.8	-1.4	21.4	0.3	0.3	12.7	-0.2
28	COc1ccc2ccccc2c1CNC(=O)CC1C(=O)NCCN1CC(C)(C)C (centres undefined)	-2.4	1.2	-0.9	0.6	2.0	0.8	-11.8	14.5	-1.4
29	O=S(=O)(c1cnccc1N1CCN(/N=C/c2ccccc2)CC1)N1CCCCC1	1.4	0.9	-3.7	-0.7	11.8	0.7	5.2	39.5	1.0
30	CCN(CC)C(=O)Cn1c(=O)n(CCCCCC(=O)Nc2ccccc2)c(=O)c2sccc21	5.6	0.5	0.4	-0.2	16.6	-0.3	-5.2	13.3	1.1

Next entries follow.
no.	Structure	BaF3 parental	Wee1 degr inh	Ba/F3 V617F tox	zfTRPN1 agonist	PPC-1+TRAIL kill	TRPML3 agonist	RBBP9 inhibitor	CHOP inh	TNF death inh
31	O=C(c1cc(-c2ccc(Cl)cc2)on1)N1CCOCC1	5.2	-1.0	2.5	2.6	7.3	-0.1	-8.6	13.2	-0.4
32	Cc1ccccc1SCc1noc(C(=O)NC(C)C)c1C(=O)O	0.9	1.6	-1.6	-1.2	15.2	0.2	4.0	14.7	-0.6
33	O=C(Nn1c(-c2ccncc2)nc2ccccc2c1=O)c1ccc([N+](=O)[O-])cc1Cl	10.2	0.2	3.8	1.1	-5.2	-1.1	0.2	-5.5	-0.9
34	O=C(CSc1ncnc2c1oc1ccccc12)NCC1CCCO1 (centres undefined)	3.1	-0.3	-2.8	0.1	/	0.5	-1.2	/	-0.6
35	Cc1ccc(S(=O)(=O)Nc2nc3ccccc3nc2NCC2CCCO2)cc1C (centres undefined)	1.1	3.4	-2.8	-0.9	-0.4	1.3	-6.0	11.0	1.3
36	CCc1ccc(NC(=O)CN2C(=O)C(=O)N(Cc3ccccc3)C2=O)cc1	-0.5	-1.2	0.2	0.9	13.5	0.2	4.9	12.8	0.4
37	O=C(CC1(O)C(=O)Nc2cc(Cl)cc(Cl)c21)c1ccncc1 (centres undefined)	1.1	3.9	-2.0	0.1	16.5	0.7	-5.1	-27.7	-1.9
38	CCN(CC)C(=O)C1CCN(Cc2ccc(Br)cc2)CC1	5.7	-2.9	3.8	0.6	10.9	0.3	-8.1	26.4	1.0
39	COc1ccc(C(=O)Nc2cccc(OC)c2)cc1	1.2	3.0	-0.4	1.3	46.3	0.3	-9.1	-13.7	-6.1
40	COc1ccc(C(=O)NC2CCN(C(=S)Nc3cccc(C)c3)CC2)cc1	7.9	-2.8	4.8	-0.8	23.1	0.9	-11.3	13.9	-2.2
41	Cc1csc(C(C#N)C(=O)c2ccncc2)n1 (centres undefined)	3.4	-0.1	-0.4	0.2	13.2	0.9	-9.8	0.2	-0.2
42	O=C(Nn1c(=O)[nH]c2ccsc2c1=O)c1ccccc1	1.3	-1.9	2.4	2.5	11.8	0.4	-3.6	-14.9	0.4
43	CC(=O)c1ccn(S(=O)(=O)c2ccc(Cl)cc2)c1	-3.2	6.3	1.6	-2.3	2.4	-1.1	-4.5	-6.6	3.9
44	CCOC(=O)C1CCN(C(=O)c2cn(CCOC)c(=O)c3c2c2ccccc2n3C)CC1	0.4	0.6	-0.2	2.1	1.8	1.6	-7.3	-51.5	-0.7
45	COc1ccc(-c2nc3ccccc3o2)cc1NC(=O)c1ccc(Br)o1	-3.7	0.9	-2.2	0.2	10.4	0.1	-2.0	14.8	0.1
46	O=C(N/N=C/c1cn[nH]c1-c1ccc(Cl)cc1)c1ccc([N+](=O)[O-])cc1	3.3	-1.6	-1.3	-0.4	11.9	0.6	-1.2	28.9	-3.9
47	CCC(=O)Nc1cccc(NC(=O)c2cccc([N+](=O)[O-])c2C)c1	2.8	0.2	-1.5	3.2	0.6	0.5	-10.3	-2.9	-1.6
48	COc1ccc2nc(SCC(N)=O)cc(C)c2c1	-2.1	-1.3	1.1	-0.6	-25.5	0.3	-7.5	-0.2	-1.7
49	COC(=O)C1C2C=CC3(CN(c4cccc(C)c4)C(=O)C13)O2 (centres undefined)	1.4	2.6	-2.7	-0.1	9.4	0.7	-2.9	-24.2	-0.3
50	O=C(Cc1ccccc1)n1nc(-c2ccco2)nc1SCc1ccccc1	0.9	2.9	-3.9	-1.0	18.5	-0.3	-4.6	-20.8	0.5

Two of the compounds above, with values under each structure:
Values run as follows: BaF3 parental | Wee1 degr inh | Ba/F3 V617F tox | zfTRPN1 agonist | PPC-1+TRAIL kill | TRPML3 agonist | RBBP9 inhibitor | CHOP inh | TNF death inh
44	CCOC(=O)C1CCN(C(=O)c2cn(CCOC)c(=O)c3c2c2ccccc2n3C)CC1
→ 0.4 | 0.6 | -0.2 | 2.1 | 1.8 | 1.6 | -7.3 | -51.5 | -0.7
45	COc1ccc(-c2nc3ccccc3o2)cc1NC(=O)c1ccc(Br)o1
→ -3.7 | 0.9 | -2.2 | 0.2 | 10.4 | 0.1 | -2.0 | 14.8 | 0.1

Assay outcomes as filed in PubChem.
